Compound activity as filed in PubChem BioAssay.
FLuc counter: firefly luciferase modulation, counter-screen for miR-21 project | Potency, µM (titrated, usually from 57.5 µM), for inactives: at the highest dose activity change, negative = inhibition, hits mostly inhibitors | purified FLuc, Km substrates, luminescence inhibition | P08659 | actives 6.9% (n = 360,000);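 further: potency means the concentration at half of the fitted maximal effect; plate controls were vehicle for no effect and reference inhibitor for full effect; nearly all actives have a fitted effect of over 55% in size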
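Purified P. pyralis luciferase, 10 nM final, with Km-level 10 uM D-luciferin and 10 uM ATP in 50 mM Tris acetate pH 7.5, 10 mM Mg acetate, 0.01% Tween-20, 0.05% BSA; 6-point qHTS titration about 60 µM downward; luminescence read.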
PKM2 activator: activators of human pyruvate kinase M2; Potency, µM (doses to about 57.5 µM), for the others: at the top dose activation, hits mostly activators; actives 0.34% (n = 260,000); purified PKM2, Kinase-Glo ATP luminescence, activation; response scale: 0% is enzyme alone, no compound; P14618; AID 1631; further: potency means the concentration at half of the fitted maximal effect; on the % scale 0 is the no-effect control and ±100 the full control effect; nearly all actives have a fitted effect of over 55% in size
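Kinase-Glo luminescence reports ATP generated from ADP (0.1 mM) and PEP (0.5 mM) by purified hPK-M2 after 1 h at room temperature, pH 7.2 imidazole buffer; intermediate enzyme activity allows detecting inhibitors and activators.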
ELG1 genotoxic: genotoxicity induction in ELG1-luciferase HEK293T cells; AID 504466; actives 1.3% (n = 330,000); Potency, µM (top dose mostly 46 µM), for the others: at the highest dose activity change, positive = activation, hits mostly activators; HEK293T ELG1-luciferase reporter, luminescence, 16 h; further: potency means the concentration at half of the fitted maximal effect; % of control where 0% means no effect; nearly all actives have a fitted effect of over 60% in size
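Genotoxic stress is detected as increased luminescence from luciferase-tagged ELG1 in HEK293T cells, measured with ONE-Glo after a 16 hr treatment at 37 °C.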
NPC1 prom act: NPC1 promoter activation | Huh7 NPC1 promoter luciferase reporter, 24 h | Potency, µM (top dose mostly 9.22 µM), without a hit: at the top dose activation, hits mostly activators | actives 2.4% (n = 320,000) | AID 485313;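 further: potency means the concentration at half of the fitted maximal effect; % of control where 0% means no effect; nearly all actives have a fitted effect of over 60% in size; reporter is driven by a mutant NPC1 promoter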
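NPC1 promoter–luciferase Huh7 cells; 24 h compound; luminescence.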
p53 reactivation: re-activators of mutant p53; Potency, µM (series often up to 92.2 µM), without a hit: top-dose activity change, positive = activation, hits mostly activators; H1299 p53-A138V BP100-luciferase reporter, luminescence, 24 h; actives 0.063% (n = 320,000); further: potency means the concentration at half of the fitted maximal effect; % of control where 0% means no effect; nearly all actives have a fitted effect of over 45% in size
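p53-null H1299 cells stably carrying temperature-sensitive p53-A138V and a BP100-luciferase reporter were pinned with compounds (4-point, 1:5 series) and held 24 hrs at 37 deg C. Luminescence was read 10 min after detection reagent.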
BRCA1 expr act: activators of BRCA1 expression; actives 1.1% (n = 380,000); MCF7-BRCA1-FFLuc reporter, luminescence, 48 h; response scale: scaled: vehicle 0%, 10 µM genistein 100%; AID 624202; Potency, µM (top dose mostly 46.1 µM), inactives show at the highest dose activation, most hits filed as activators; further: potency means the concentration at half of the fitted maximal effect; nearly all actives have a fitted effect of over 80% in size; some results filed as inactive show a strong effect at the top dose
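48 h compound treatment of MCF7-BRCA1-FFLuc cells (phenol-red free MEM, 37 °C), then 15 min with luciferase substrate and luminescence imaging.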
Rab9 promoter act: Rab9 promoter activation; Potency, µM (doses to about 9.22 µM), for inactives: at the highest dose activation, negative = inhibition, usual class: activators; actives 2.8% (n = 320,000); AID 485297; Huh7 Rab9 promoter-luciferase reporter, luminescence, 24 h; further: potency means the concentration at half of the fitted maximal effect; % of control where 0% means no effect; nearly all actives have a fitted effect of over 60% in size
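Luminescence read-out: Huh7 cells stably expressing Rab9-luciferase, treated 24 h with compound at 37 °C, then lysed with luciferase reagent for 10 min at ambient before reading.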
RORgamma inh: ROR gamma (mouse) transcription inhibition | P51450 | Drosophila S2 Gal4-RORgamma UAS-luciferase reporter, 20 h | Potency, µM (series often up to 53.6 µM), for inactives: at the top dose activity change, negative = inhibition, usual class: inhibitors | actives 5.4% (n = 310,000) | AID 2551; further: potency means the concentration at half of the fitted maximal effect; on the % scale 0 is the no-effect control and ±100 the full control effect; nearly all actives have a fitted effect of over 60% in size
Target sequence (P51450 whole entry, looked up, the tested form may be a part): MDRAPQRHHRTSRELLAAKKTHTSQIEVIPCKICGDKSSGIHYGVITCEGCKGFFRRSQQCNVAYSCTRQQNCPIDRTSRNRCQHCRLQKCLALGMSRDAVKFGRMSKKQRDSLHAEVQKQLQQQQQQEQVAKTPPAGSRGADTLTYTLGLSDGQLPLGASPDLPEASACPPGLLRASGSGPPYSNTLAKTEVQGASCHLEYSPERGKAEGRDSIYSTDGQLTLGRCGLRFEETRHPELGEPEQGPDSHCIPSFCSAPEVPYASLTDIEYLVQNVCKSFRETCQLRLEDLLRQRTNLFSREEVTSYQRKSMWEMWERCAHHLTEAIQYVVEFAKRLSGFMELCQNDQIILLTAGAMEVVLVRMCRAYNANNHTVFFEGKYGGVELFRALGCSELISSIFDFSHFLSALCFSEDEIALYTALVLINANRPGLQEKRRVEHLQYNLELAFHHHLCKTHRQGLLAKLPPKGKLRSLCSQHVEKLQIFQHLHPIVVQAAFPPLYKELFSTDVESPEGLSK
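Compounds are pin-transferred onto Drosophila Schneider cells expressing a copper-inducible Gal4–ROR gamma transactivation domain fusion. After 1 hr, copper sulfate is added to 700 uM final; luciferase is read 20 hr later.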
Giardia kill: Giardia lamblia killing; Giardia lamblia trophozoite viability; actives 0.15% (n = 340,000); activity change, % at 7.66 µM, hits read low; in the data active means activity change below about -80%; inconclusive means between about -30% and that limit;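 further: parasites exposed to compound for two days anaerobically before the ATP read; on the % scale 0 is the no-effect control and ±100 the full control effect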
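ATP-content bioluminescence gauges trophozoite survival. Cells (100/well) receive compound and incubate anaerobically for 48 hrs at 37 deg C; detection reagent follows for 15-30 min at room temperature.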
Gal4-VP16 FLuc: Gal4-VP16 reporter inhibition counter-screen; Drosophila S2 Gal4-VP16 UAS-luciferase, luminescence, 20 h; actives 3.5% (n = 310,000); AID 2546; Potency, µM (top dose mostly 53.6 µM), without a hit: top-dose activity, negative = inhibition, hits mostly inhibitors;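 further: Gal4-VP16 expression switched on by copper sulfate through the metallothionein promoter; potency means the concentration at half of the fitted maximal effect; on the % scale 0 is the no-effect control and ±100 the full control effect; nearly all actives have a fitted effect of over 50% in size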
Menin MLL FP TR: inhibitors of human menin-MLL interaction, mutant MLL peptide; Menin + Texas Red MLL mutant peptide, fluorescence polarization; AID 1768; actives 0.23% (n = 270,000); O00255; Potency, µM (doses to about 61.6 µM), for inactives: at the top dose FP activity change, negative = inhibition, actives largely listed as inhibitors; active means well fitted inhibition curve with a large enough effect in the polarisation, with a control signal flat, not every such curve was filed as active; inconclusive means small, poorly fitted or top-dose-only effect, or effect the other way, or a change in a side signal; inactive means no such curve, though single readings can be large or run the other way; the % refers to the polarisation; further: potency means the concentration at half of the fitted maximal effect; % of control where 0% means no effect; many of its hits are not listed in these tables
Target sequence (O00255 whole entry, looked up): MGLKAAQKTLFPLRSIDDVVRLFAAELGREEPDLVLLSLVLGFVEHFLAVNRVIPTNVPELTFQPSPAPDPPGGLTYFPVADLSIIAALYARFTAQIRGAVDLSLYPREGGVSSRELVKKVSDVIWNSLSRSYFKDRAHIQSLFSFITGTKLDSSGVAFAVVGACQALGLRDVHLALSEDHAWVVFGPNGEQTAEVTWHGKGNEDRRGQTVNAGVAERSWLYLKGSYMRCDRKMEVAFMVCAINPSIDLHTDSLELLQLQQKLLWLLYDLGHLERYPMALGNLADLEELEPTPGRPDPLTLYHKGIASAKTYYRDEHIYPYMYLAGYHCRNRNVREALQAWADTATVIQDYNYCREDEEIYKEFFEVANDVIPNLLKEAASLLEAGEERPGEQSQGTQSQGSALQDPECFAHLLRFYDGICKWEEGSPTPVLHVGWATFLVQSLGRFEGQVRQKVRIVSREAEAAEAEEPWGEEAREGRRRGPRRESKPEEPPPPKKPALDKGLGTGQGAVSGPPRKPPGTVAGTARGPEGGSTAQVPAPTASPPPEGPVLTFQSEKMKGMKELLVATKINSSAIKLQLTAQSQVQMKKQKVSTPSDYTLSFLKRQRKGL
Active calls of the source: *; ? = inconclusive; · = no result given; & = joins results of further samples; [ ] = dose if it differs, or a comment. Unless noted, the call rests on the fitted dose curve; in most records, active means well fitted curve in the direction sought with a large enough effect; inconclusive means small, poorly fitted or top-dose-only effect, or another doubt; inactive means no such curve, though single readings can be large; an effect the other way counts as inactive or inconclusive. The list is partial; count on the stated rates, not on these rows.

Structure	FLuc counter	Rab9 promoter act	PKM2 activator	Gal4-VP16 FLuc	ELG1 genotoxic	RORgamma inh	BRCA1 expr act	Menin MLL FP TR	p53 reactivation	Giardia kill	NPC1 prom act
CC1(C)Cc2ccccc2C(N)=C1C#N	1.5%	-0.6%	-0.5%	-0.7%	-10.6%	-14.2%	0.2%	-0.3%	-7.2%	8.8	0.2%
Cc1ccc(SCC(=O)NCCSCc2ccccc2)cc1	-11.2%	-0.2%	3.2%	4.5%	-0.8%	11.4%	-2.4%	4.7%	1.1%	2.3	-2.4%
O=C(c1ccc([N+](=O)[O-])cc1)N1CCN(C(=O)c2ccco2)CC1	-0.4%	1.0%	-2.4%	8.0%	-1.3%	11.0%	87.3%	5.6%	20.7%	-1.5	-3.2%
Cc1ccc(C)c(COC(=O)c2cccc(S(=O)(=O)N3CCCC3)c2)c1	5.3%	-0.2%	·	·	-3.8%	·	6.7%	·	-0.7%	5.4	-1.2%
CCC(C)(C)C1CCc2[nH]nc(C(=O)NN)c2C1 (configuration not stated)	-12.7%	14.2%	16.8%	-13.5%	5.1%	-1.2%	-35.6%	·	9.5%	-3.7	-0.5%
COc1cccc(NC(=O)N2CCCC2C(=O)NCc2ccccc2F)c1 (configuration not stated)	0.3%	-4.1%	-5.1%	1.0%	1.0%	1.2%	-2.8%	3.7%	-1.9%	-16.7	1.5%
Cc1ccc(S(=O)(=O)N2CCCCC2)cc1C(=O)OC(C)C(=O)NCC1CCCCC1 (configuration not stated)	0.6%	-5.4%	·	·	0.8%	·	-56.4%	·	7.7%	-10.9	-2.5%
COc1ccc(N2C(=O)C(Cl)=C(Nc3ccc(OC)cc3OC)C2=O)cc1	-0.8%	-4.1%	2.3%	-12.8%	1.7%	?	-11.1%	-11.3%	0.4%	1.9	-0.4%
Cc1cccc(NC(=O)COc2ccc(Br)cc2)n1	23.9µM*	10.6%	-10.9%	-2.0%	14.2%	29.8%	3.4%	-4.7%	16.2%	0.7	13.7%
COc1ccc(CCNC(=O)Cn2ccc3c(OC)cccc3c2=O)cc1OC	1.2%	-0.2%	2.0%	6.0%	-0.8%	5.3%	20.4%	·	-1.2%	10.6	-0.1%
CC12CCC(C1)C(C)(C)C2OC(=O)c1ccccc1C(=O)O (configuration not stated)	0.7%	-1.9%	-1.8%	-2.9%	-1.0%	10.5%	0.6%	·	-1.3%	6.3	-1.8%
CN(c1ccccc1)c1nc(N)c([N+](=O)[O-])c(Nc2ccccc2)n1	7.2%	-3.0%	·	-3.4%	-2.8%	7.1%	-14.6%	-19.0%	-1.9%	-14.2	-2.6%
O=C(N[C@@H](c1ccccc1)[C@@H]1C[C@H]1C(=O)NCc1ccccn1)OCc1ccccc1	2.3%	-6.0%	-2.0%&-0.7%	-11.6%&-11.1%	-1.4%	-20.6%&-30.3%	4.4%	-0.7%&14.5%	8.1%	-0.9	0.2%
CNCCC(Oc1ccccc1C)c1ccccc1 (configuration not stated)	·	-5.6%[46.1 µM]	·	1.8%	·	31.0%	·	7.6%	·	·	0.5%[46.1 µM]
O=C(NCCCCc1ccccc1)c1ccccc1	-16.5%	-2.5%	-7.5%	-1.5%	-0.3%	33.1%	18.7%	-19.7%	-2.1%	-2.0	4.6%
CC(Oc1cc(F)ccc1[N+](=O)[O-])C(=O)Nc1ccc(S(=O)(=O)N2CCCC2)cc1 (configuration not stated)	0.6%	-0.4%	4.9%	-3.2%	-5.2%	-13.0%	-18.7%	12.4%	-6.2%	-15.4	-7.6%
C[C@@H]1C=C(C(=O)N2CCN(Cc3ccc4c(c3)OCO4)CC2)O[C@H](OCCCCO)C1	4.0%	3.0%	2.0%	-12.4%	-3.8%	-25.7%	13.0%	-23.5%	3.3%	-1.8	-1.4%
Cc1ccc(/C=C/C(=O)Nc2nccs2)o1	8.49µM*	1.78µM*	24.1%	?	?	?	?	-23.2%	?	7.4	2.82µM*
COC(=O)c1cc(NC(=O)c2cc(C(C)(C)C)nn2Cc2cccc(C)c2)ccc1N1CCOCC1	-1.3%	-2.4%	2.3%	0.6%	-9.8%	4.8%	-34.8%	·	-1.8%	2.7	-3.0%
FC(F)(F)c1cnc(N2CCC(=NOCc3ccc(Cl)cc3)CC2)c(Cl)c1	-3.2%	-0.4%	-0.5%	-4.7%	-2.7%	12.7%	0.1%	11.0%	-3.2%	16.0	0.2%
Cc1ccccc1C(=O)Nc1ccccc1	?	29.1%	-6.3%	21.0%	?	0.9%	?	29.1%	?	0.9	19.8%
CC1CCC(C(C)C)C(OC(=O)C[n+]2cc(-c3ccc(Cl)cc3)n3c2CCCCC3)C1 (configuration not stated)	-1.5%	-22.4%	-4.4%	10µM*	-11.0%	-104.9%	-80.8%	?	-12.0%	-0.8	-12.3%
CCOc1ccccc1C(=O)Nn1c(C2CCC2)nc2ccccc2c1=O	6.4%	1.6%	2.6%	0.3%	-5.6%	-1.0%	-50.9%	-10.6%	-8.1%	5.8	-3.1%
O=C(CNCCO)N1CCc2ccccc21	-4.4%	-1.8%	-5.7%	-4.2%	-3.8%	-12.4%	7.9%	-4.9%	-2.0%	0.4	2.1%
CCc1ccc(/C=C2/Sc3ccccc3N(CC(=O)NCCCN3CCOCC3)C2=O)cc1	19µM*	-1.9%	·	?	7.1%	-2.4%	3.3%	-24.8%	?	2.0	-1.0%
CC(C)(C)c1ccc(C(=O)NC(CC(=O)O)c2ccc(OC3CCCC3)cc2)cc1 (configuration not stated)	19µM*	-5.9%	·	1.4%	-0.1%	22.3%	0.0%	-0.2%	4.3%	31.1[activator]	-5.6%
COc1ccc(Cl)c(NCCC(=O)O)c1	0.0%	-1.5%	3.6%	-11.3%	1.6%	-37.0%	-1.5%[1.84 µM]	-4.7%	-12.2%	-5.2	-1.9%
COc1ccccc1NC(=O)C(NC(=O)OC(C)(C)C)C(C)OCc1ccccc1 (configuration not stated)	-0.5%	6.8%	-2.1%	-8.3%	-5.7%	20.1%	3.6%	-22.0%	8.7%	-20.4	-0.6%
O=C(CSc1nc2ccc([N+](=O)[O-])cc2[nH]1)NC1CCCCCC1	0.6%	2.6%	6.3%	?	-8.5%	?	-76.5%	-11.7%	14.4%	4.3	-4.6%
COc1cc(/C=C(/C#N)c2nc3ccccc3[nH]2)ccc1OCC(=O)Nc1ccccc1C	4.3%	-5.4%	1.0%	-8.6%	?	?	-30.2%	19.2%	-5.5%	31.5[activator]	-3.5%

The list goes on:
Structure	FLuc counter	Rab9 promoter act	PKM2 activator	Gal4-VP16 FLuc	ELG1 genotoxic	RORgamma inh	BRCA1 expr act	Menin MLL FP TR	p53 reactivation	Giardia kill	NPC1 prom act
CN(C)c1ccc(/C=N/O)cc1	-19.5%	10.4%	-2.2%	7.5%	5.1%	-4.9%	-4.2%	14.3%	5.4%	-12.7	4.1%
O=C(c1ccccc1)c1ccc(OCC(O)CNCc2ccc(Cl)cc2)cc1 (configuration not stated)	0.8%	-0.9%	·	-10.6%	-6.3%	-24.3%	-20.6%	?	-6.2%	11.2	0.3%
CCCC[C@]12Cc3c(ccc4ccccc34)C(O1)C1=C(O2)C(=O)c2ccccc2C1=O	1.2%[11.5 µM]	4.1%[1.84 µM]	-3.0%[11.5 µM]	-3.6%[10 µM]	·	-23.1%[10 µM]	·	-5.2%[11.7 µM]	·	·	7.6%[1.84 µM]
COc1ccc(C(CCNCc2ccc(N(C)C)cc2)C(C)C)cc1 (configuration not stated)	-1.8%	-18.7%	1.4%	?	-7.3%	?	-86.1%	·	4.1%	-1.0	-5.8%
O=C1NC(=O)/C(=C/c2ccco2)N1	-2.5%	-0.2%	·	·	4.8%	·	5.2%	·	?	-7.0	0.0%
CS(=O)(=O)Nc1ccc(S(=O)(=O)Nc2nccs2)cc1	4.7%	-0.5%	27.5%	-1.0%	-4.0%	-20.6%	22.8%	7.3%	-4.1%	-20.8	-0.7%
COc1ccc(-n2cnc3cc(C(=O)N4CCOCC4)ccc32)cc1	?	?	·	-12.3%	?	9.7%	82.8%	0.6%	?	-5.2	24.0%
COc1ccc(NC(=O)/C(C#N)=C/c2ncc([N+](=O)[O-])n2C)c(OC)c1	1.9%	1.2%	-6.5%	8.0%	-1.0%	-6.3%	-10.0%	·	-1.4%	-15.9	-1.6%
CN(NC(=O)c1ccccc1Cl)c1ncc(C(F)(F)F)cc1Cl	2.1%	-2.3%	8.3%	7.4%	-5.8%	-9.2%	-4.3%	·	3.3%	7.6	-2.3%
CCOC(=O)CN1N=C(c2ccc(Cl)cc2)CCC1=O	-5.3%	0.9%	·	-2.9%	2.0%	4.3%	-8.8%	-8.6%	-2.6%	-2.2	-2.2%
